Assay outcomes from PubChem.
p53 reactivation = restores transcriptional activity of mutant p53. H1299 p53-A138V BP100-luciferase reporter, luminescence, 24 h. Potency, µM (titrated, usually from 92.2 µM), for inactives: at the top dose activity change, positive = activation, hits mostly activators. 320,000 tested, 0.063% active. AID 504706; further: potency means the concentration at half of the fitted maximal effect; % of control where 0% means no effect; nearly all actives have a fitted effect of over 45% in size
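p53-null H1299 cells stably carrying temperature-sensitive p53-A138V and a BP100-luciferase reporter were pinned with compounds (4-point, 1:5 series) and held 24 hrs at 37 deg C. Luminescence was read 10 min after detection reagent.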
ELG1 genotoxic = inducers of genotoxicity in HEK293T ELG1-luciferase cells; HEK293T ELG1-luciferase reporter, luminescence, 16 h; 330,000 tested, 1.3% active; Potency, µM (doses to about 46 µM), without a hit: at the top dose activity change, positive = activation, hits mostly activators; further: potency means the concentration at half of the fitted maximal effect; % of control where 0% means no effect; nearly all actives have a fitted effect of over 60% in size
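HEK293T cells expressing luciferase-tagged ELG1 were treated with compound or DMSO for 16 hr at 37°C. Luciferase activity was then read after 30 min with ONE-Glo at room temperature; rising signal flags genetic stress.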
S-ASM inh = human S-ASM enzyme inhibition. Potency, µM (top dose mostly 57.5 µM), for inactives: at the highest dose activity change, negative = inhibition, most hits filed as inhibitors. P17405. 340,000 tested, 0.006% active. placental ASM, HMU-PC fluorogenic substrate, 60 min. AID 504937; further: potency means the concentration at half of the fitted maximal effect
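Human placenta-derived ASM enzyme was preincubated with compound for 10 minutes at room temperature, then given fluorogenic substrate HMU-PC0 (9 uM final) for 60 minutes at 37 °C; a pH 10 stop preceded fluorescence reading at Ex 386/Em 447 nm.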
BRCA1 expr act = increases BRCA1 expression | MCF7-BRCA1-FFLuc reporter, luminescence, 48 h; response scale: scaled: vehicle 0%, 10 µM genistein 100% | 380,000 tested, 1.1% active | Potency, µM (series often up to 46.1 µM), for the others: at the highest dose activation, usual class: activators; further: potency means the concentration at half of the fitted maximal effect; nearly all actives have a fitted effect of over 80% in size; some results filed as inactive show a strong effect at the top dose
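Luminescence from a BRCA1-driven firefly luciferase in MCF7 cells was read after 48 h compound exposure at 37 C. Data normalized against DMSO and a 10microM genistein activation control, then curve-fitted across the titration.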
TRPV1 ag = agonists of human vanilloid receptor 1 (TRPV1) | AID 540275 | activation, % at 8.33 µM | Q8NER1 | TRPV1-expressing cells, Fluo-8 calcium influx, agonist mode | 320,000 tested, 0.19% active; in the data active means activation above about 80%; inconclusive means between about 30% and that limit; further: 0% is about no effect
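Fluo-8 calcium influx in TRPV1-expressing cells, kinetic read (ex 480/em 520 nm). Compound added and read 3 min for agonist activity, followed by capsaicin at EC20 final and 2 min further read for enhancement.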
B2AR arrestin = agonists driving beta-arrestin recruitment to human beta2-adrenergic receptor. P07550. beta-arrestin recruitment to beta2AR, cell-based reporter. Potency, µM (series often up to 46.1 µM), without a hit: at the top dose activation, actives largely listed as activators. 330,000 tested, 0.02% active;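 further: potency means the concentration at half of the fitted maximal effect; 0% = DMSO controls and full agonism = EC100 isoproterenol or metaproterenol; nearly all actives have a fitted effect of over 65% in size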
Target sequence (P07550 whole entry, looked up): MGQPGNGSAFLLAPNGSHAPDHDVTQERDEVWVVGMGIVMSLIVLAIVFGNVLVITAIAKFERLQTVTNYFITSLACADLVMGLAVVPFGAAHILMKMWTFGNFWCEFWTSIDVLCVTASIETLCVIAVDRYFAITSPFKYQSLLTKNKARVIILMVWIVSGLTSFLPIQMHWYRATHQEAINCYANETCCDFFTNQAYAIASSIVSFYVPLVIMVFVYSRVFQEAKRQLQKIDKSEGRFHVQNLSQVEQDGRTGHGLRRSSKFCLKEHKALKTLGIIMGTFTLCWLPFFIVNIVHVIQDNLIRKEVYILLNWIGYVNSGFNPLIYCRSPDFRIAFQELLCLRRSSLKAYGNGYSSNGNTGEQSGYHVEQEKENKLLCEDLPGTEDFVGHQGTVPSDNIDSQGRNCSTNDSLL
Eya2 inh = blocks the phosphatase activity of human Eya2; O00167; 330,000 tested, 0.006% active; recombinant Eya2, OMFP fluorescence dephosphorylation (OMFP is methylfluorescein phosphate); Potency, µM (titrated, usually from 76.9 µM), for inactives: at the top dose activity, negative = inhibition, actives largely listed as inhibitors; further: potency means the concentration at half of the fitted maximal effect; on the % scale 0 is the no-effect control and ±100 the full control effect
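Eya2 protein (added as 0.2 uM solution) was preincubated with compound for 10 min at ambient temperature in 50 mM HEPES pH 7.5, 50 mM NaCl, 5 uM MgCl2, 0.05% BSA, 1 mM DTT. OMFP (added at 50 uM) then reacted 10 min; fluorescence read at 485/525 nm.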
USP2a block = USP2a (human) protease inhibition; AID 463254; Potency, µM (titrated, usually from 38.3 µM), for the others: top-dose activity change, negative = inhibition, actives largely listed as inhibitors; O75604; 330,000 tested, 0.01% active; USP2 core, Ub-CHOP2 coupled fluorogenic reporter, 485/531;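 further: potency means the concentration at half of the fitted maximal effect; plate controls were DMSO wells for no effect and full inhibition by NEM control for full effect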
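USP2 core (10nM final) preincubated 30min RT with compound in 20mM Tris-HCl pH 8.0, 2mM CaCl2, 2mM beta-mercaptoethanol, 0.05% CHAPS; 25nM Ub-CHOP2 plus 25nM reporter substrate added, fluorescence (Ex485/Em531) read after 60min.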
uPA generation = inhibitors of cell surface uPA generation; cell surface uPA generation assay, qHTS; Potency, µM (highest dose often 38.3 µM), for inactives: at the highest dose activity change, negative = inhibition, hits mostly inhibitors; 330,000 tested, 0.31% active; active means well fitted inhibition curve with a large enough effect; inconclusive means small, poorly fitted or top-dose-only effect; inactive means no such curve, though single readings can be large or run the other way; tested in mouse RAW 264.7 cells; further: potency means the concentration at half of the fitted maximal effect; on the % scale 0 is the no-effect control and ±100 the full control effect; nearly all actives have a fitted effect of over 55% in size
a7 integrin act = integrin-mediated muscular dystrophy alleviation activation; alpha7betagal myoblasts, beta-gal FDG fluorescence, 48 h; Potency, µM (top dose mostly 38.3 µM), inactives show at the highest dose activation, actives largely listed as activators; 350,000 tested, 0.064% active; AID 624291;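 further: potency means the concentration at half of the fitted maximal effect; 100% = response of the positive control SU9516; nearly all actives have a fitted effect of over 60% in size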
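alpha7betagal+/- myoblasts (passage 13, 250/well) treated 48 h at 37C with compounds at 1:260 dilution of DMSO stock. Lysed, then beta-galactosidase activity read as FDG fluorescence (ex 480/em 540) after 30 min, with pre-read for autofluorescence.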
TSG101-PTAP inh = blocks PTAP/TSG101 interaction to inhibit HIV-1 budding | Q99816 | Fluorescence polarization, FITC-PTAP peptide / Tsg101 binding | Potency, µM (series often up to 115 µM), for the others: at the top dose activity change, negative = inhibition, usual class: inhibitors | 340,000 tested, under 10 active | AID 493005; active means well fitted inhibition curve with a large enough effect in the main read-out, with a control signal flat, not every such curve was filed as active; inconclusive means small, poorly fitted or top-dose-only effect, or effect the other way, or a change in a side signal; inactive means no such curve, though single readings can be large or run the other way; further: potency means the concentration at half of the fitted maximal effect; % of control where 0% means no effect
Target sequence (Q99816 whole entry, looked up): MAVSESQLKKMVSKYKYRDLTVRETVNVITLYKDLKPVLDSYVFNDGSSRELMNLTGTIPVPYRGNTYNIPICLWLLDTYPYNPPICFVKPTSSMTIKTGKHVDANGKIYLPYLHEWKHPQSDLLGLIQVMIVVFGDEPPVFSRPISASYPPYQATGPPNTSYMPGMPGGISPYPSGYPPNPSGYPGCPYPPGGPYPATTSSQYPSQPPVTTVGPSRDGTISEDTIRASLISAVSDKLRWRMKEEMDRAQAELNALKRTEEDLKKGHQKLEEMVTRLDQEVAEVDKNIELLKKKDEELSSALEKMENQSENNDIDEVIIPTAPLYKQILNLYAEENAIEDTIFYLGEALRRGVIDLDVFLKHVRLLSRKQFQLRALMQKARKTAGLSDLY
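Steps: Tsg101 binding domain dispensed (10 uM final), compounds pinned in DMSO, FITC-labeled PTAP-motif peptide added (50 nM final); after 20 min binding at room temperature, polarization measured.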
The depositor's hits bear a star; [ ] = dose if it differs, or a comment. Unless noted, the call rests on the fitted dose curve; in most records, active means well fitted curve in the direction sought with a large enough effect; inconclusive means small, poorly fitted or top-dose-only effect, or another doubt; inactive means no such curve, though single readings can be large; an effect the other way counts as inactive or inconclusive.

Results for CCCN(CCC)S(=O)(=O)c1ccc(C(=O)N2CCN(C)CC2)cc1 ?
p53 reactivation: 17%; ELG1 genotoxic: -1%; S-ASM inh: 3%; BRCA1 expr act: -3%; TRPV1 ag: -3; B2AR arrestin: -0.1%; Eya2 inh: inconclusive; USP2a block: 4%; uPA generation: -1%; a7 integrin act: 0%; TSG101-PTAP inh: 0%

Results for COc1ccc(C2CCCN2CC(O)COc2ccccc2C(C)C)cc1 (stereo not given) ?
p53 reactivation: 2%; ELG1 genotoxic: -10%; S-ASM inh: -1%; BRCA1 expr act: -44%; TRPV1 ag: 12; B2AR arrestin: -0.3%; Eya2 inh: inconclusive; USP2a block: -7%; uPA generation: 3%; a7 integrin act: -27%; TSG101-PTAP inh: -2%

Results for Cc1ccc(S(=O)(=O)N2CCN(Cc3ccccc3C(F)(F)F)CC2)cc1 ?
p53 reactivation: 6%; ELG1 genotoxic: -2%; S-ASM inh: -2%; BRCA1 expr act: 1%; B2AR arrestin: -0.2%; Eya2 inh: -17%; USP2a block: 2%; uPA generation: 8%; a7 integrin act: 13%; TSG101-PTAP inh: -2%

What do the screens show for `O=C(NNc1c(F)c(F)cc(F)c1F)c1ccco1`?
p53 reactivation: -4%; ELG1 genotoxic: -1%; S-ASM inh: -3%; BRCA1 expr act: -2%; B2AR arrestin: 0.2%; Eya2 inh: 2%; USP2a block: 8%; uPA generation: -7%; a7 integrin act: 0%; TSG101-PTAP inh: -1%

Results for Cc1cc(=O)cc(C)[nH]1 ?
p53 reactivation: 0%; ELG1 genotoxic: -1%; S-ASM inh: -1%; BRCA1 expr act: 9%; TRPV1 ag: -1; B2AR arrestin: -0.1%; Eya2 inh: -16%; USP2a block: -2%; uPA generation: 2%; a7 integrin act: 26%; TSG101-PTAP inh: 2%

What do the screens show for `O=C(CSc1ncnc2sccc12)N1CCCCC1`?
p53 reactivation: inconclusive; ELG1 genotoxic: inconclusive; S-ASM inh: 2%; BRCA1 expr act: inconclusive; B2AR arrestin: -0.1%; Eya2 inh: 1%; USP2a block: 4%; uPA generation: -9%; a7 integrin act: -3%; TSG101-PTAP inh: -3%

What do the screens show for `O=C(Cn1c(=O)[nH]c2sc3c(c2c1=O)CCCC3)NCC1CCCO1` (stereo not given)?
p53 reactivation: 4%; ELG1 genotoxic: 2%; S-ASM inh: -2%; BRCA1 expr act: -3%; TRPV1 ag: -1; B2AR arrestin: 0.0%; Eya2 inh: -1%; USP2a block: 0%; uPA generation: 9%; a7 integrin act: 8%; TSG101-PTAP inh: -2%

What do the screens show for `CC(Sc1nnc(Cc2ccc3c(c2)OCO3)o1)C(N)=O` (stereo not given)?
p53 reactivation: 3%; ELG1 genotoxic: -1%; S-ASM inh: 0%; BRCA1 expr act: 22%; TRPV1 ag: 1; B2AR arrestin: -0.7%; Eya2 inh: -1%; USP2a block: 11%; a7 integrin act: 16%; TSG101-PTAP inh: -2%

Results for Cn1cnnc1SCCC(=O)Nc1ccccc1 ?
p53 reactivation: 8%; ELG1 genotoxic: -3%; S-ASM inh: -3%; BRCA1 expr act: 7%; TRPV1 ag: 2; B2AR arrestin: 7.2%; Eya2 inh: 12%; USP2a block: 2%; uPA generation: 2%; a7 integrin act: 19%[7.66 µM]; TSG101-PTAP inh: -1%

What do the screens show for `c1ccc(CC[C@@H]2CC[C@@H](CCc3ccccc3)N2)cc1`?
p53 reactivation: -3%; ELG1 genotoxic: -4%; S-ASM inh: 1%; BRCA1 expr act: 0%; TRPV1 ag: 1; B2AR arrestin: 0.2%; Eya2 inh: -18%; USP2a block: -1%; uPA generation: 1%; a7 integrin act: -14%; TSG101-PTAP inh: 1%

Results for CC(=O)Nc1nc(NCc2ccccc2Cl)n(-c2ccccc2)n1 ?
p53 reactivation: -1%; ELG1 genotoxic: -2%; S-ASM inh: 4%; BRCA1 expr act: 0%; TRPV1 ag: -1; B2AR arrestin: -0.8%; Eya2 inh: -4%; USP2a block: 3%; uPA generation: 11%; a7 integrin act: -22%; TSG101-PTAP inh: 1%

How did COc1ccc(CCC(C)NC2C3CC4CC(C3)CC2C4)cc1 (stereo not given) do in these assays?
p53 reactivation: 7%; ELG1 genotoxic: -2%; S-ASM inh: 0%; BRCA1 expr act: -36%; TRPV1 ag: 0; B2AR arrestin: -0.3%; Eya2 inh: 2%; USP2a block: 3%; a7 integrin act: -50%[inhibitor]; TSG101-PTAP inh: -5%

What do the screens show for `O=C(NCc1nnc2c3ccccc3c(-c3ccccc3)nn12)c1ccc(Cl)cc1`?
p53 reactivation: 8%; ELG1 genotoxic: -9%; S-ASM inh: inconclusive; BRCA1 expr act: -74%; TRPV1 ag: 25; B2AR arrestin: 0.5%; Eya2 inh: 3%; USP2a block: -2%; uPA generation: 2%; a7 integrin act: 19%; TSG101-PTAP inh: -2%

How did Nn1c(COc2ccccc2)nnc1SC(F)F do in these assays?
p53 reactivation: 1%; ELG1 genotoxic: 0%; S-ASM inh: 3%; BRCA1 expr act: 0%; TRPV1 ag: 2; B2AR arrestin: 0.5%; Eya2 inh: -22%; USP2a block: 4%; uPA generation: 4%; a7 integrin act: -12%

What do the screens show for `COC(=O)/C=C1\NC(=O)C(C)S1` (stereo not given)?
p53 reactivation: 0%; ELG1 genotoxic: 1%; S-ASM inh: 7%; BRCA1 expr act: 0%; TRPV1 ag: -2; B2AR arrestin: -0.3%; Eya2 inh: -3%; USP2a block: 1%; uPA generation: 2%; a7 integrin act: 17%; TSG101-PTAP inh: -2%

Results for CN1CCC(N(C)C(=O)c2ccc(Cl)c(S(=O)(=O)N3CCc4ccccc43)c2)CC1 ?
p53 reactivation: -6%; ELG1 genotoxic: -4%; S-ASM inh: -3%; BRCA1 expr act: -11%; B2AR arrestin: -1.0%; Eya2 inh: -20%; USP2a block: -6%; uPA generation: -28%; a7 integrin act: -24%; TSG101-PTAP inh: -9%

What do the screens show for `COc1ccc(Cl)cc1NC(=O)COC(=O)CCCC1=NS(=O)(=O)c2ccccc2N1`?
p53 reactivation: -5%; ELG1 genotoxic: -4%; S-ASM inh: -8%; BRCA1 expr act: 5%; TRPV1 ag: 4; B2AR arrestin: 0.4%; Eya2 inh: -1%; USP2a block: 2%; uPA generation: 2%; a7 integrin act: -5%; TSG101-PTAP inh: -16%

What do the screens show for `CCC1CCCCN1C(=O)c1cc(COc2ccc(-n3cncn3)cc2)on1` (stereo not given)?
p53 reactivation: -5%; ELG1 genotoxic: -2%; S-ASM inh: 0%; BRCA1 expr act: -19%; TRPV1 ag: 29; B2AR arrestin: 0.2%; Eya2 inh: -11%; USP2a block: 1%; uPA generation: -6%; a7 integrin act: -21%; TSG101-PTAP inh: -5%

What do the screens show for `Cc1nc(N2CCN(C(=O)c3ccc(Cl)cc3)CC2)c(C#N)c2c1COC(C)(C)C2`?
p53 reactivation: -2%; ELG1 genotoxic: 0%; S-ASM inh: 3%; BRCA1 expr act: -36%; TRPV1 ag: 1; B2AR arrestin: -0.5%; Eya2 inh: 13%; USP2a block: 3%; uPA generation: 5%; a7 integrin act: -7%; TSG101-PTAP inh: -4%

Results for Nc1nc(/C=C/c2cccnc2)nc(-c2ccccc2O)n1 ?
p53 reactivation: 8%; ELG1 genotoxic: -6%; S-ASM inh: -1%; BRCA1 expr act: -40%; TRPV1 ag: 3; B2AR arrestin: -0.2%; Eya2 inh: 3%; USP2a block: 0%; uPA generation: -18%; a7 integrin act: 32%; TSG101-PTAP inh: 0%

How did CCOc1ccc(NCc2cccn2-c2nnc(N3CCC(C(=O)NCCCN4CCCCC4CC)CC3)s2)cc1 (stereo not given) do in these assays?
p53 reactivation: 10%; ELG1 genotoxic: 15%; S-ASM inh: -3%; BRCA1 expr act: -20%; TRPV1 ag: -1; B2AR arrestin: 0.2%; Eya2 inh: -4%; USP2a block: -1%; uPA generation: inconclusive; a7 integrin act: -55%[inhibitor]; TSG101-PTAP inh: -5%

What do the screens show for `CSc1nccc(-c2cc(Cl)sc2Cl)n1`?
p53 reactivation: 4%; ELG1 genotoxic: 2%; S-ASM inh: -14%; BRCA1 expr act: -38%; TRPV1 ag: 0; B2AR arrestin: -0.1%; Eya2 inh: 1%; USP2a block: 1%; uPA generation: 0%; a7 integrin act: 28%; TSG101-PTAP inh: -7%

Results for COc1ccc(C2(C)NC(=O)N(CC(=O)Nc3ccc(Br)cc3F)C2=O)cc1OC (stereo not given) ?
p53 reactivation: -3%; ELG1 genotoxic: -5%; S-ASM inh: -5%; BRCA1 expr act: -21%; TRPV1 ag: 0; B2AR arrestin: 0.3%; Eya2 inh: -16%; USP2a block: 1%; uPA generation: -3%; a7 integrin act: 17%; TSG101-PTAP inh: 0%
